IL-1B inflam inh – inhibitors of inflammasome signaling (IL-1 beta secretion); THP-1 LPS/ATP IL-1B secretion, AlphaLISA, 16 h; active compounds read low; activity change, % at 57.5 µM; 360,000 compounds, 4.7% hits; in the data active = activity change below about -50%; inconclusive = mostly about -30% to -49%; note: % is set by controls: 0 for no effect and ±100 for the full control effect
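THP-1 cells pretreated 1 hr with compounds (up to 57.5 uM final), then stimulated with LPS (250 ng/mL final) plus ATP (1.25 mM final); secreted IL-1B measured by AlphaLISA after 16 hr, decreased signal indicating inhibition.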
HT1080 IDH1KD tx – toxicity to HT-1080 IDH1 knockdown cells (counter line); HT-1080 IDH1 knockdown viability, ATP luminescence, 48 h; Potency, µM (series often up to 46.1 µM), for the others: at the highest dose activity, negative = toxicity, most hits filed as cytotoxic; 360,000 compounds, 2% hits;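 note: potency is the fitted concentration of half-maximal effect; 0% = DMSO wells and -100% = cell-free medium wells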
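Viability of IDH1-knockdown HT-1080 fibrosarcoma cells was assessed by CellTiter-Glo after 48 h at 37 °C with titrated compound; concentration-effect curves were classified by fit quality and response size.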
DRD3 antagonist – blocks the human D3 dopamine receptor | AID 652054 | 360,000 compounds, 2.5% hits | D3R cells, DiscoveRx beta-arrestin luminescence, antagonist mode; active compounds read low | max response, negative = inhibition, % | P35462; in the data active = max response below about -50%; inconclusive = no clear call, values can overlap the other calls; note: % is set by controls: 0 for no effect and ±100 for the full control effect; mostly tested at two doses, the higher about 12 µM
Target sequence (P35462 whole entry, looked up): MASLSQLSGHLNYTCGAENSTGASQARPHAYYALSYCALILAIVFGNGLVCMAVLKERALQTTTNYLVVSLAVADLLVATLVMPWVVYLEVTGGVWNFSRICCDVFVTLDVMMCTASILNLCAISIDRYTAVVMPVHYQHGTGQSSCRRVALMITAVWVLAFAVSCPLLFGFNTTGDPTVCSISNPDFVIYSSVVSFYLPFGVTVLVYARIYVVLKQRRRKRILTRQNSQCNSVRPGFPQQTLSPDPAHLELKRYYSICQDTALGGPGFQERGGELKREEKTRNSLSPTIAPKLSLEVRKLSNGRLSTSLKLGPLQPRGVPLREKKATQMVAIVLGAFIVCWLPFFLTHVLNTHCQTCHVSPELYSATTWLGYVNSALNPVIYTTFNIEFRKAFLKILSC
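Cells plated overnight at 1500 cells/well, then exposed to library compounds with dopamine controls for 90 minutes at 37 degrees C. DiscoveRx reagent added for 30–60 minutes at room temperature; luminescence read, quantitative HTS format.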
GLP-1R agonist – agonists of human GLP-1 receptor. 380,000 compounds, 0.007% hits. Potency, µM (series often up to 45.6 µM), for the others: top-dose activation, most hits filed as activators. AID 624172. HEK293 GLP-1R CRE-luciferase, luminescence, 4-6 h; cells express a hypersensitive GLP-1R form; note: potency is the fitted concentration of half-maximal effect; % of control where 0% means no effect
Target sequence (P43220 whole entry, looked up): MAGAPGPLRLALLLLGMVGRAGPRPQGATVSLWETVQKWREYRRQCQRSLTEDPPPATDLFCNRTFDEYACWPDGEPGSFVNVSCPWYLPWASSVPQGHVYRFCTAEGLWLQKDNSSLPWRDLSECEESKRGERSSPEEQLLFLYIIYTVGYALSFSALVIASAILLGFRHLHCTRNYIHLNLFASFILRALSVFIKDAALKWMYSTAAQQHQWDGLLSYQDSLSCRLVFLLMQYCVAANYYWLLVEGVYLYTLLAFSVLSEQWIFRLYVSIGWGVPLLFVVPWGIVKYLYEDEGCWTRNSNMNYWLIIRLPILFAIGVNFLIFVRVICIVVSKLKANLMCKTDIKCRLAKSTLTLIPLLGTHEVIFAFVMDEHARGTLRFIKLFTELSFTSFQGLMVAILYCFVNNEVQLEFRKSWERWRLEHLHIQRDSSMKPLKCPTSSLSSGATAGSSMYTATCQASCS
KB-3-1 tox – KB-3-1 parental cell cytotoxicity; 400,000 compounds, 1.4% hits; Potency, µM (doses to about 46.1 µM), inactives show at the highest dose activity change, negative = cytotoxic, most hits filed as cytotoxic; AID 1347075; KB-3-1 viability, CellTiter-Glo ATP luminescence, 72 h; note: potency is the fitted concentration of half-maximal effect; % is set by controls: 0 for no effect and ±100 for the full control effect; nearly all actives have a fitted effect of over 60% in size
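Luminescent ATP read-out (CellTiter-Glo) measures survival of drug-naive KB-3-1 cells after 72 h compound exposure at 37 °C. Titration series was screened from lowest to highest concentration, with DMSO vehicle plates as background controls.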
DRD3 agonist – D3 dopamine receptor (human) agonism; P35462; D3R DiscoveRx beta-arrestin cells, luminescence, 90 min; max activation, %; 410,000 compounds, 0.58% hits; in the data active = max activation above about 30%; note: 0% is about no effect; mostly tested at two doses, the higher about 12 µM
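Agonist-mode cell screen: cells plated at 1500/well and incubated overnight at 37 °C, then exposed to library compounds for 90 min at 37 °C. Detection reagent was added for 30–60 min at room temperature, and luminescence was read.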
KB-V1 MDR tox – KB-V1 MDR subline cytotoxicity. Potency, µM (titrated, usually from 46.1 µM), for the others: at the highest dose activity change, negative = cytotoxicity, usual class: cytotoxic. KB-V1 MDR cells viability, CellTiter-Glo, 72 h. AID 1347076. 400,000 compounds, 3.4% hits; note: potency is the fitted concentration of half-maximal effect; % is set by controls: 0 for no effect and ±100 for the full control effect; nearly all actives have a fitted effect of over 60% in size
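Readout: CellTiter-Glo luminescence, 10 min after addition. Cells: KB-V1 MDR subline, 72 h at 37 degrees C with compound. Analysis: corrected, normalized data fitted to concentration-effect curves.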
SW480 rerep – induces DNA re-replication in SW480 colon adenocarcinoma cells; SW480 DNA re-replication, Hoechst DNA content imaging, 48 h; Potency, µM (doses to about 46.1 µM), for the others: top-dose re-replication activation, usual class: activators; 340,000 compounds, 1.8% hits; AID 624297; note: potency is the fitted concentration of half-maximal effect; % of control where 0% means no effect; nearly all actives have a fitted effect of over 55% in size
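First, 250 cells per well were seeded. Next, compound or vehicle (23 nL) was pinned in, plates sat 48 hr at 37 C. Finally Hoechst was added for 40 min before fluorescence scanning.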
HT1080-NT tox – kills 2HG-producing HT-1080-NT fibrosarcoma cells; Potency, µM (titrated, usually from 46.1 µM), for inactives: at the highest dose activity, negative = less viability, actives largely listed as cytotoxic; 360,000 compounds, 1.6% hits; HT-1080-NT fibrosarcoma viability, CellTiter-Glo ATP luminescence, 48 h;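 note: NT is the 2HG producing partner of a matched IDH1 knockdown line; potency is the fitted concentration of half-maximal effect; 0% = DMSO-treated cells and -100% = media-only wells without cells; nearly all actives have a fitted effect of over 55% in size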
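HT-1080-NT; 750 cells/well; 5% FBS RPMI; 48 h compound, 37 degrees C; CellTiter-Glo luminescence; curve fitting and curve-class assignment.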
The depositor's hits bear a star; ? = inconclusive; · = no result given; & = joins results of further samples; [ ] = dose if it differs, or a comment. Unless noted, calls come from the whole dose curve; as a rule, active = well fitted curve in the direction sought with a large enough effect; inconclusive = small, poorly fitted or top-dose-only effect, or another doubt; inactive = no such curve, though single readings can be large; an effect the other way counts as inactive or inconclusive.

SMILES	IL-1B inflam inh	HT1080 IDH1KD tx	DRD3 antagonist	GLP-1R agonist	KB-3-1 tox	DRD3 agonist	KB-V1 MDR tox	SW480 rerep	HT1080-NT tox
COc1ccc(C2CC(=O)N3CN(c4ccccc4F)CSC3=C2C#N)cc1OC (stereo not drawn)	1.5	14.7%	20.1	2.5%	2.7%	4.3	-0.1%	-1.8%	-8.9%
COc1ccc(NC(=O)c2ccccc2Cl)cc1NC(=O)CN1CCOCC1	-0.5	15.1%	0.0	2.5%	2.8%	-4.7	-25.6%	-1.4%	0.7%
O=C(CSc1nncc2ccccc12)N1CCOCC1	-3.3	7.4%	3.6	3.4%	-2.0%	0.7	2.1%	2.0%	-5.7%
Cc1ccc(C(=O)CN2C(=O)NC3(CCc4ccccc43)C2=O)c(C)c1 (stereo not drawn)	-6.4	-16.4%	-15.0	15.2%	-0.7%	3.1	0.7%	-506.9%[inhibitor]	-26.1%
COc1ccc(S(=O)(=O)N2CCC(NC(=O)c3cccc(F)c3)CC2)cc1	-22.1	-2.6%	-4.1	6.7%	-8.6%	-1.0	14.0%	-0.6%	9.1%
CCOc1ccc(N/C=C/C(=O)c2ccc3ccccc3c2)c([N+](=O)[O-])c1	-14.9	17.3%	-5.1	-9.1%	?	-15.8	?	-4.9%	22.7%
COc1ccc(C(C)(NC(C)=O)c2nc(-c3ccc(S(C)(=O)=O)cc3)cs2)cc1 (stereo not drawn)	-7.6	8.1%	0.1	1.3%	0.0%	2.4	1.2%	·	4.8%
O=S(=O)(c1cccc2c(S(=O)(=O)N3CCCC3)cccc12)N1CCCC1	6.9	7.7%	17.9	0.6%	-11.6%	-4.0	-9.6%	-6.8%	4.7%
COc1ccccc1N1CCN(C2CC(=O)N(C)C2=O)CC1 (stereo not drawn)	17.9	11.3%	-16.1	-4.3%	-12.3%	-9.3	?	-8.6%	14.8%
Cc1cc(C(C)(C)C)oc1C(=O)N(CC(=O)NC1CCCC1)c1c(C)cccc1C	-27.3	?	-8.4	-1.5%	-17.2%	-13.6	?	-4.6%	?
Cc1ccccc1C(O)c1cccnc1 (stereo not drawn)	-6.3	16.9%	22.0	-2.7%	4.1%	1.7	-15.2%	-5.0%	14.1%
O=C(CSc1n[nH]c(=O)[nH]c1=O)N1CCCCCC1	12.1	8.0%	13.2	-1.5%	1.3%	3.0	8.9%	-13.5%	9.5%

In another format: entries from further up
Under each structure – IL-1B inflam inh	HT1080 IDH1KD tx	DRD3 antagonist	GLP-1R agonist	KB-3-1 tox	DRD3 agonist	KB-V1 MDR tox	SW480 rerep	HT1080-NT tox
COc1ccc(C2CC(=O)N3CN(c4ccccc4F)CSC3=C2C#N)cc1OC (stereo not drawn)
 : 1.5	14.7%	20.1	2.5%	2.7%	4.3	-0.1%	-1.8%	-8.9%
COc1ccc(S(=O)(=O)N2CCC(NC(=O)c3cccc(F)c3)CC2)cc1
 : -22.1	-2.6%	-4.1	6.7%	-8.6%	-1.0	14.0%	-0.6%	9.1%
Cc1ccccc1C(O)c1cccnc1 (stereo not drawn)
 : -6.3	16.9%	22.0	-2.7%	4.1%	1.7	-15.2%	-5.0%	14.1%

Continuation:
SMILES	IL-1B inflam inh	HT1080 IDH1KD tx	DRD3 antagonist	GLP-1R agonist	KB-3-1 tox	DRD3 agonist	KB-V1 MDR tox	SW480 rerep	HT1080-NT tox
COc1ccc(C2(CNC(=O)CCC(=O)O)CCCC2)cc1OC	30.5	7.2%	-51.2*	1.0%	0.5%	-0.3	-2.4%	-6.4%	-1.4%
CCCCN(CCCNC(=O)c1ccc2nc(N3CCOCC3)sc2c1)Cc1ccccc1	30.7	-24.6%	?	9.9%	-29.1%	-3.6	-9.6%	4.9%	-12.4%
Brc1ccccc1/C=N/Nc1ccc2ccccc2n1	-8.7	-17.2%	?	-2.3%	-12.9%	-2.8	-5.7%	5.4%	?
N#CCCN1C(=O)C2(OCCO2)c2ccccc21	19.5	8.8%	-10.2	3.5%	16.4%	1.5	?	2.7%	22.4%
COC(=O)[C@H](CCSC)NC(=O)NCc1ccc(S(N)(=O)=O)cc1	1.7	4.2%	28.2	-13.5%	7.9%	1.2	3.2%	-2.3%	2.0%
CC(C)Cn1c(N)c(C(=O)CSc2ncnc3sc4c(c23)CCCC4)c(=O)n(C)c1=O	34.0	4.3%	-5.2	4.5%	5.9%	5.3	-15.6%	1.4%	2.4%
Cc1cc(C(=O)Nc2ccc3c(c2)OCO3)cs1	15.8	-27.1%	-12.7	-11.6%	2.3%	2.9	-11.1%	0.8%	?
Cc1ccc2c(c1)C(c1ccncc1)=NNC(c1cccnc1)=N2	40.1	-9.0%	12.7	3.1%	6.6%	2.9	-1.7%	-16.4%	0.5%
CCCN1CCC(=O)N([C@H](CSc2ccccc2)Cc2ccccc2)CC1	-8.0	-0.3%	-19.6	10.2%	2.3%&-11.1%	-21.3	?	4.9%	1.9%
Cc1ccc2c(CSc3nnc4ccccn34)cc(=O)oc2c1C	8.4	4.7%	7.4	-6.5%	14.5%	-2.8	16.4µM*	-13.3%	2.4%
COc1ccc(C(=O)N/C(=C/c2cccs2)C(=O)NCCCn2ccnc2)cc1OC	0.5	-1.6%	3.7	-7.6%	18.2%	16.1	?	-3.3%	2.5%
O=C(Nc1cc(Sc2ccccn2)cc([N+](=O)[O-])c1)c1cccc(F)c1	-22.5	?	16.4	0.9%	13µM*	-1.4	13µM*	-3.4%	-25.4%
CN1CCN(S(=O)(=O)c2ccc(NC(=S)NC(=O)C3CCC3)cc2)CC1	15.3	6.4%	?	3.6%	19.2%	4.3	-21.7%	-1.8%	1.9%
CCN(CC)S(=O)(=O)c1ccc(OCCNS(C)(=O)=O)cc1	-2.0	-9.6%	8.3	-0.4%	-0.7%	2.4	-6.6%	-58.9%[inhibitor]	0.5%
CCn1cc(C(=O)O)c(=O)c2cc(F)c(N3CCN(C(=S)NC(=O)c4ccccc4Br)CC3)cc21	15.7	8.3%	6.2	-2.6%	27.4%	2.1	2.2%	-0.1%	8.6%
COc1ccc(NC(=O)Cn2c(=O)n(Cc3ccco3)c(=O)c3ccccc32)cc1	11.1	-8.6%	-5.9	-10.3%	-5.7%	2.1	0.0%	-2.6%	-13.9%
COc1ccc(/C=N/N(C)C2=NS(=O)(=O)c3ccccc32)cc1	-6.0	-9.2%	?	1.9%	-8.4%	3.2	5.2%	0.0%	9.8%
Fc1ccc2cc(-c3ccccc3F)ncc2c1	55.8	4.3%	7.9	-2.5%	0.0%	-2.2	-5.5%	13.4%	4.1%
CCCOc1ccc(N2C(=O)CC(SCCc3nc4ccccc4[nH]3)C2=O)cc1 (stereo not drawn)	-1.9	0.4%	-8.4	-4.6%	9.1%	-1.5	-5.3%	-5.3%	2.8%
CC(=O)NCCc1ccc(C(=O)COC(=O)c2cccn2C)cc1	9.7	6.1%	1.6	-24.1%	19.2%	-0.5	2.8%	-1.2%	-0.5%
Cc1ccc(C2=N/C(=C\c3ccc(F)cc3)C(=O)N2)cc1	0.6	-6.7%	15.5	14.3%	7.2%	1.9	-7.0%	14.6µM*	-0.5%
Cc1ccc(Cl)cc1N1CCN(C(=O)COc2ccc3c(c2)CCC3)CC1	-72.3*	?	20.0	20.1%	?	9.6	-10.9%	20.5%	?
Cc1cc(NC(=O)CCC(=O)N(c2ccc(F)cc2)C2(C(=O)NC3CCCCC3)CCCC2)no1	-28.1	-4.4%	9.0	-2.1%	-18.7%	-1.2	?	?	-6.7%
COc1ccc(C(=O)O)cc1NC(=S)NC(=O)CSc1ccc(Cl)cc1	-6.8	-4.8%	0.0	-1.2%	0.7%	-2.6	-2.1%	-5.0%	-13.3%
O=C(CN(C(=O)CNS(=O)(=O)c1ccccc1)c1ccc2c(c1)OCCO2)NCc1ccco1	6.5	8.4%	-10.9	0.6%	14.4%	11.0	6.6%	-2.5%	2.9%
Cc1cccn2c(=O)c(C=Nc3ccccc3)c(NCCO)nc12	23.6	4.7%	4.1	11.0%	2.4%	6.4	5.5%	-11.2%	0.0%
Cc1cc(=O)oc2cc(OCC3CC(c4ccccc4)=NO3)ccc12 (stereo not drawn)	63.5	?	5.0	18.8%	7.31µM*	3.5	8.2µM*	5.17µM*	11.2µM*
O=C1CC[C@@H](OCc2ccccc2)CCN1CC[C@H](Sc1ccccc1)c1ccccc1	20.5	3.7%	-4.1	3.7%	8.7%&2.9%	-11.2	?	-8.0%	0.4%
Cc1ccc(S(=O)(=O)N2CCN(C(=O)COC(=O)c3cc(C)oc3C)CC2)cc1	-3.5	10.0%	3.7	-0.3%	5.7%	1.2	1.2%	13.7%[9.22 µM]	0.7%
Cc1cc(C)c[n+](C(C)C(=O)c2ccc(-c3ccccc3)cc2)c1 (stereo not drawn)	-10.6	?	3.7	-13.6%	5.8µM*	-6.2	2.4%	4.4%	-18.8%
COc1ccc2c(c1)c1c(c(=O)n(CCc3ccccc3)c(=O)n1Cc1cccc(Cl)c1)n2C	·	·	·	0.2%	2.5%	7.4	0.4%	·	·
CNC(=S)NCC(O)c1ccc([N+](=O)[O-])cc1 (stereo not drawn)	-1.6	0.4%	0.0	1.9%	1.6%	-10.7	-5.2%	10.0%	-2.8%
Cc1cccc(N2CCN(C(=O)CSCc3c(C)noc3C)CC2)c1C	-14.3	?	13.2	0.2%	3.66µM*	0.7	1.84µM*	14.1%	3.9%
CCc1ccc(NC(=O)Cn2c(=O)n(-c3ccccc3C)c(=O)c3c2c2cc(OC)ccc2n3C)cc1	·	·	·	-1.6%	-7.6%	0.2	-78.8%	·	·
Cc1ccc(-c2nc(=S)c3c(n2Cc2ccco2)CC(C)(C)OC3)cc1	9.9	13.8%	-21.6	2.0%	6.1%	-2.6	8.6%	?	-0.4%
COc1cccc2sc(Nc3nnc(-c4ccccc4Cl)o3)nc12	48.9	?	0.2	6.0%	?	-4.4	-4.4%	2.59µM*	?
O=C(NCCc1cccs1)C1CC1	14.3	15.4%	-2.6	-2.1%	-3.3%	-17.4	0.0%	0.5%	8.8%

Screening results: PubChem BioAssay, National Center for Advancing Translational Sciences (NCATS)
